# Cav3 T inh = Cav3.2 calcium influx blockers – cell-based, Fluo-4 calcium fluorescence, FDSS, MLSMR library, primary screen | Voltage-dependent T-type calcium channel subunit alpha-1H (Homo sapiens), O95180 | Cav3.2-expressing cells; active compounds read low | B-score at 10 µM | 100,000 compounds, 4% hits;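 active = single-dose well whose peak fluorescence ratio is a statistical outlier from its plate by either plate-standardised score or position-corrected B-score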
# Starred values were filed as active, the others as inactive. Not all compounds are listed; count on the stated rates, not on these rows.
SMILES,Cav3 T inh
Cc1nnc(SCCn2c(N3CC(C)CC(C)C3)nc3c2c(=O)[nH]c(=O)n3C)s1 (stereo not given),1.3
CC12CCC(C(=O)Nc3cccc4ccccc34)(C1Br)C2(C)C (stereo not given),-1.3
CCCCn1c(N)c(N(CCC(C)C)C(=O)CSc2nnc3ccccn23)c(=O)[nH]c1=O,1.9
COc1cc(C2Nc3cc(Cl)c(S(N)(=O)=O)cc3S(=O)(=O)N2)ccc1OCc1ccccc1 (stereo not given),-1.1
O=C(c1ccco1)n1nc(-c2ccccc2)nc1NCc1ccco1,-0.049
O=C(NC1CC1)C1CCC(=O)N1C1CCCC1 (stereo not given),0.54
CCN(CCNC(=O)C1CCN(S(=O)(=O)CC)CC1)c1ccccc1,-0.097
C=C1CCN([C@H](C(=O)NCc2ccccc2)C(C)C)S(=O)(=O)c2ccccc21,1.2
CCCC(=O)N1CCN(c2ccc(NC(=O)c3cc4ccccc4o3)cc2)CC1,0.27
O=C(N1CCOCC1)N1CCN(CC(O)COc2ccc3ccccc3c2)CC1 (stereo not given),0.58
CC(NC(=O)Nc1ccc(O)cc1)(C(F)(F)F)C(F)(F)F,0.43
Cc1cccc(NC(=S)NNC(=O)c2sccc2C)c1,0.095
CC(=O)Nc1ccc(OC(F)(F)C(F)C(F)(F)F)c(NC(C)=O)c1 (stereo not given),0.29
CN(C)CCN1C(=O)C(=O)/C(=C(/O)c2ccc(S(=O)(=O)N3CCOCC3)cc2)C1c1ccccc1 (stereo not given),-1
CCOc1ccc(S(=O)(=O)Nc2cccc(N(C)S(C)(=O)=O)c2)cc1,-0.0082
C/C=C1\COC(C(=O)NCc2cccc(OC)c2OC)(C(F)(F)F)C=C1C=C1CCCCC1 (stereo not given),-4.2*
COc1cc(CNc2nc3ccccc3[nH]2)cc(OC)c1OC,1.4
CC(C)Oc1cccc(C(=O)NC(=S)Nc2ccc(Cl)c(C(=O)O)c2)c1,0.77
CCOC(=O)c1c(NC(=O)c2ccnn2C)sc(C)c1C,-1.2
CN1C2C=C3C(C#N)=C(N)C(C#N)(C#N)[C@@H](c4cccs4)C3C1CC2 (stereo not given in full),2.1
CCOc1ccc(-c2nnc(-c3ccccc3)o2)cc1,-2.9*
CCCC(=O)N1CCN(c2ccc(NC(=O)c3cc4ccccc4o3)cc2Cl)CC1,-2.7
COc1ccc(CCNC(=O)CSc2nc(N)c(C#N)c(-c3cccs3)c2C#N)cc1OC,0.02
CCC(C)Nc1nc2c(c(=O)[nH]c(=O)n2C)n1CCC(C)C (stereo not given),2.2
Cc1ccccc1OCCCC(=O)Nc1nccs1,-0.66
CCCCCCNC(=O)C(C#N)c1nc2ccccc2nc1N1CCOCC1 (stereo not given),-3.3
Cc1ccc(C(=O)Nc2cccc(N(C)S(C)(=O)=O)c2)cc1S(=O)(=O)Nc1ccccc1,-1
Cc1cccc(NC(=O)C2CCCN(S(=O)(=O)c3c(C)nn(C)c3C)C2)n1 (stereo not given),-3.5
Nn1c(SCC(=O)NC(=O)NCc2ccccc2)nnc1C1CC1,-0.2
C[C@@H]1CC=C[C@H]2[C@H]1C(=O)N(Cc1ccccc1)[C@H]2c1ccc(Br)cc1F,-0.98

# Entries from the list above that contain a Cl atom, in the order listed:
SMILES,Cav3 T inh
COc1cc(C2Nc3cc(Cl)c(S(N)(=O)=O)cc3S(=O)(=O)N2)ccc1OCc1ccccc1 (stereo not given),-1.1
CC(C)Oc1cccc(C(=O)NC(=S)Nc2ccc(Cl)c(C(=O)O)c2)c1,0.77
CCCC(=O)N1CCN(c2ccc(NC(=O)c3cc4ccccc4o3)cc2Cl)CC1,-2.7

# Next section:
SMILES,Cav3 T inh
O=C(O)CCC(=O)N1CCc2cc(S(=O)(=O)Nc3ccc4c(c3)OCCO4)ccc21,0.63
CC(C)CCn1c(Oc2ccccc2Cl)nc2c1c(=O)n(C)c(=O)n2C,-4.9*
Cc1cccn2cc(-c3ccc(S(=O)(=O)N4CCOCC4)cc3)nc12,2.5
c1ccc2c(c1)C(=Nn1cnnc1)c1ccccc1-2,-0.013
O=C1CCN(CCc2ccccc2)CCN1[C@H](CSc1ccc(Br)cc1)Cc1ccccc1,-0.59
O=C(NCc1cccnc1)[C@@H]1CC=C[C@@H]2CCN(Cc3ccccc3)C(=O)[C@@H]21,0.068
COc1ccc2c(c1)cc(C)c1nnc(SCC(=O)N(C)c3nc(-c4ccccc4)cs3)n12,-0.29
c1ccc(C2CC(c3ccccc3)n3ncnc3N2)cc1 (stereo not given),0.088
CN(C)CCOC(=O)CCc1ccccc1,-0.04
O=C(CN1CCN(C(=O)c2ccco2)CC1)Nc1cc(Cl)ccc1Cl,-1
Cc1ccc(S(=O)(=O)N(C)Cc2nc(-c3ccc(Br)cc3)no2)cc1,0.56
C/C(CC1(O)C(=O)Nc2ccccc21)=N\O (stereo not given),1
COc1cc(NS(=O)(=O)c2ccc(C)c(C)c2)c(OC)cc1Cl,-6.6*
CCN(CC)CC(=O)Nc1ccc(-c2nc3cc(NC(=O)CN(CC)CC)ccc3o2)cc1,0.019
CC1(C)Cc2c(C#N)c(N3CCN(C(=O)c4ccccc4)CC3)nc(Cc3ccccc3)c2CO1,-2
CC(=O)NC1C(=O)SC1(C)C (stereo not given),0.02
CCOC(=O)N1CCC(NC(=O)C2CCCN(S(=O)(=O)c3cccc4nsnc34)C2)CC1 (stereo not given),1.3
O=[N+]([O-])c1ccc(N2CCCCCC2)c([N+](=O)[O-])c1,-4.7*
O=C1c2[nH]nc(-c3ccccc3O)c2C(c2ccccc2F)N1Cc1ccco1 (stereo not given),-3.9
CCNc1nc(NCc2ccccc2)nc(Oc2ccc(=O)[nH]n2)n1,0.26
CC(=O)c1cc2c(cc1NC(=O)CCCC(=O)O)OCO2,-0.12
O=S(=O)(c1ccc(SCCO)nc1)N1CCCC1,0.6
CCC(=O)OCCn1c(Br)nc2c1c(=O)[nH]c(=O)n2C,1.6
CCNC(=O)/C(=C\c1ccc2c(c1)OCO2)NC(=O)c1ccc(Br)cc1,0.036
COc1ccc(N(C(=O)c2ccco2)S(=O)(=O)c2ccccc2)cc1,0.15
C=CCn1c(CNc2ccc(C)cc2)nnc1SCC(=O)N/N=C/c1ccc(O)cc1O,0.49
CC(=O)N1CCC2(CC1)CC(=O)c1cc(OCC(=O)NCc3ccco3)ccc1O2,-0.8
CS(=O)(=O)N(CC(=O)N1CCN(c2ccccc2)CC1)c1ccccc1Cl,0.61
O=c1cc(CSc2ccc(Cl)cc2)nc(N2CCCCC2)[nH]1,-0.46
COc1ccc(C(=O)/C=C/c2ccccc2F)c(OC(=O)c2ccc([N+](=O)[O-])cc2)c1,-2.5
CS(=O)(=O)N(CC(=O)NCc1ccco1)c1ccc2c(c1)OCO2,0.81
CCN(CC)S(=O)(=O)c1ccc(N=Nc2c(C)[nH]n(C(N)=S)c2=O)cc1,0.28
Cc1nnc(NC(=O)CCCN2C(=O)c3ccccc3C2=O)s1,0.4
CCCN1CCC(=O)N([C@H](CSc2ccc(Br)cc2)c2ccccc2)CC1,-0.98
COc1ccc2[nH]c3c(c2c1)CCNC3=O,0.84
COC(=O)c1ccccc1CON1C(=O)C(C)(C)N(OCc2ccccc2C(=O)OC)C(=O)C1(C)C,-0.3
CCNC(=O)CC1C(=O)N(c2ccccc2)C(=O)N1CCC(C)C (stereo not given),0.052
CC(C)C(=O)Nc1cccc(C(=O)Nc2nncs2)c1,0.33
Cc1ccc(Oc2nccc(-c3ccc(Cl)cc3)n2)cc1,0.73
CCOc1ccc(S(=O)(=O)n2nc(C)cc2C)c2ccccc12,0.32
CC(CN1CCCCC1)OC(=O)c1ccc(Cl)cc1Cl (stereo not given),0.4
O=C(c1ccco1)N1CCN(C(=O)c2ccccc2OC(=O)C23CC4CC(CC(C4)C2)C3)CC1,-3.2
Cc1ccc(S(N)(=O)=O)cc1NC(=O)C1CC2CCC1C2 (stereo not given),0.38
CCOC(=O)C(C)On1c(-c2cccc(Cl)c2)nc2ccc([N+](=O)[O-])cc21 (stereo not given),-4.6
CC1Cc2ccccc2N1S(=O)(=O)c1cccs1 (stereo not given),-1.3
CC1CCCC(N2CCN(C(=O)c3cccc(F)c3)CC2)C1 (stereo not given),0.024
COc1ccc(CN2CCN(c3cccc(C)c3C)CC2)cc1OC,-0.13
CC(C)c1ccc(S(=O)(=O)N2CCN(CC(=O)Nc3ccc4c(c3)OCO4)CC2)cc1,-6.9*
O=C1OCC/C1=C\c1ccccc1O,0.32
CCC(=O)c1ccc(OCC(O)CN(C)C2CCCCC2)cc1 (stereo not given),1.9
O=C(CCN1CCN(c2ccccc2)CC1)Nc1ccc(OCc2ccccc2)cc1,-0.2
Cc1ccc(-n2nc(C(=O)O)nc2-c2ccccc2)cc1,0.3
O=C(CCN1CCCCCC1)Nc1cccc(Cl)c1,1.2
CCOC(=O)N1CCC(N2Cc3cccc(C(=O)NC(C)c4ccc5c(c4)OCCO5)c3C2=O)CC1 (stereo not given),-0.16
COc1ccc(-c2cc(C(=O)N/N=C/c3ccc(OC)c(COCC(F)(F)C(F)F)c3)c3ccccc3n2)c(OC)c1,-2.1
CCN1C(=O)/C(=C2\SC(N3CCCCC3)=NC2=O)c2ccccc21,-1.6
COc1cc(SC)ccc1C(=O)NCC1CCCO1 (stereo not given),0.73
Cc1ccc2c(c1)nnn2C1CCN(CC(=O)Nc2ccc3c(c2)OCCO3)CC1,1.2
Cc1cccc(C)c1NC(=O)c1ccc(-n2cnnn2)cc1,0.39
Clc1ccc(Sc2ccc(/C=N/n3cnnc3)o2)cc1,-0.47

# The list goes on:
SMILES,Cav3 T inh
CC1(c2ccccc2)CC(C)(C)N2C(=O)C3(C(C#N)=C(N)Oc4cc(O)ccc43)c3cccc1c32 (stereo not given),-4.9*
CN1C[C@@H]2C(c3ccccc3)C3(c4cccnc4)CC2(C3)[C@H]1c1ccccc1 (stereo not given in full),0.034
Cc1cc(C)nc(N2C(=O)CC(C(C)c3ccccc3)C2=O)n1 (stereo not given),-1.2
C=CCn1c(CSc2nc3ccccc3s2)nnc1SCC(=O)NCc1cccnc1,0.79
O=C(c1c(F)c(F)c(F)c(F)c1F)N1CCc2ccccc21,0.5
CC1CCCCN1C(=O)C1CC(c2ccc(F)cc2)=NO1 (stereo not given),0.34
CC/C=C/C(=O)N1CC2(CC(c3cccc(NC(=O)CC(c4ccccc4)c4ccccc4)c3)=NO2)C[C@@H]1C(N)=O (stereo not given in full),-1.6
Cn1cnnc1SCc1ccc(-c2ccc(Br)cc2)o1,-0.98
Cn1nc(-c2ccccc2)c(COC(=O)c2cccc(Cl)c2)c1S(=O)(=O)c1ccccc1,-2.2
COc1ccc(C2=NN(C(C#N)c3ccc(OC)c(OC)c3)C(c3ccccc3)C2)cc1 (stereo not given),-1.7
COCCn1c(SCC(=O)N2CCCc3ccccc32)nnc1-c1ccoc1C,1.2
CCOc1cccc2cc(C(=O)N3CCc4ccccc4C3)c(=O)oc12,-0.27
CCn1c(COc2cccc3ccccc23)nnc1SCC(=O)OC1CCCCC1,-5.6*
CC1(C)CC(NC(=O)c2ccc3c(c2)OCO3)CC(C)(C)N1,1.5
COC(=O)c1cn(-c2ccccc2)nc1-c1ccccc1,-0.55
COc1ccc(C/C(N)=N/n2cnnc2)cc1,-1.4
Cc1ccccc1C(=O)NC1CCN(Cc2nnnn2CCc2ccccc2)CC1,1.2
CCN(Cc1ccccc1)Cc1c(F)cccc1F,-1.6
COc1cccc(NC(=O)c2oc3ccccc3c2NC(=O)C2CC2)c1,-0.77
COC(=O)c1ccc(NC(=O)CSc2nnc(COc3ccccc3)n2C)cc1,0.023
CCC(=O)Nc1c2c(nn1-c1ccc(C)cc1C)CSC2,1.1
Cc1ccccc1C(=O)N/N=C/c1ccc([N+](=O)[O-])s1,-0.45
COCC(C)NC(=O)NC1(C(F)(F)F)Oc2ccc(Cl)cc2O1 (stereo not given),0.11
O=c1cc(CO)oc(C(Nc2ccccn2)c2cccc(F)c2)c1O (stereo not given),0.05
O=c1c2c3c(sc2n2cnnc2n1CCc1ccccc1)CCCC3,-0.59
CCc1nc2oc3cc(OC)ccc3c(=O)c2c(=O)n1Cc1ccco1,1.3
O=S(=O)(c1cccc2nsnc12)N1CCOCC1,-0.091
CCC(=Nc1ccc(Cc2ccncc2)cc1)c1c(O)n(C)c(=O)n(C)c1=O,0.36
COc1ccccc1OCc1ccc(C(=O)n2nc(C)c(Cl)c2C)o1,0.095
CCOc1cccc(C(=O)Nc2nccs2)c1,1
CCCOc1ccc(C2c3c(oc4ccccc4c3=O)C(=O)N2CCCN2CCOCC2)cc1 (stereo not given),-0.85
CC(=O)N1CCc2cc(S(=O)(=O)NCCC(=O)N3CCc4ccccc4C3)ccc21,-0.6
O=C(Nc1ccc2c(c1)OCO2)C1CCN(C(=O)c2cccs2)CC1,0.36

# Filtered by structure, the entries above containing an aryl thioether with sulfur outside any ring
SMILES,Cav3 T inh
Cc1nnc(SCCn2c(N3CC(C)CC(C)C3)nc3c2c(=O)[nH]c(=O)n3C)s1 (stereo not given),1.3
CCCCn1c(N)c(N(CCC(C)C)C(=O)CSc2nnc3ccccn23)c(=O)[nH]c1=O,1.9
COc1ccc(CCNC(=O)CSc2nc(N)c(C#N)c(-c3cccs3)c2C#N)cc1OC,0.02
Nn1c(SCC(=O)NC(=O)NCc2ccccc2)nnc1C1CC1,-0.2
O=C1CCN(CCc2ccccc2)CCN1[C@H](CSc1ccc(Br)cc1)Cc1ccccc1,-0.59
COc1ccc2c(c1)cc(C)c1nnc(SCC(=O)N(C)c3nc(-c4ccccc4)cs3)n12,-0.29
O=S(=O)(c1ccc(SCCO)nc1)N1CCCC1,0.6
C=CCn1c(CNc2ccc(C)cc2)nnc1SCC(=O)N/N=C/c1ccc(O)cc1O,0.49
O=c1cc(CSc2ccc(Cl)cc2)nc(N2CCCCC2)[nH]1,-0.46
CCCN1CCC(=O)N([C@H](CSc2ccc(Br)cc2)c2ccccc2)CC1,-0.98
COc1cc(SC)ccc1C(=O)NCC1CCCO1 (stereo not given),0.73
Clc1ccc(Sc2ccc(/C=N/n3cnnc3)o2)cc1,-0.47
C=CCn1c(CSc2nc3ccccc3s2)nnc1SCC(=O)NCc1cccnc1,0.79
Cn1cnnc1SCc1ccc(-c2ccc(Br)cc2)o1,-0.98
COCCn1c(SCC(=O)N2CCCc3ccccc32)nnc1-c1ccoc1C,1.2
CCn1c(COc2cccc3ccccc23)nnc1SCC(=O)OC1CCCCC1,-5.6*
COC(=O)c1ccc(NC(=O)CSc2nnc(COc3ccccc3)n2C)cc1,0.023

# From PubChem BioAssay
